Myeloid diff 2: induction of myeloid progenitor differentiation, primary screen, cell-based, flow cytometry, MLPCN library | ER-HoxA9 myeloid progenitors, lysozyme-GFP differentiation | calls only at 10 µM | 1% of 360,000 active;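 active = normalized GFP-positive differentiation at or above the plate's own cutoff, the solvent-only control mean plus 3 SD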;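 also: cells exposed to compound for four days before flow analysis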
KOR beta-arrestin-1: KOR antagonists, beta-arrestin recruitment, cell-based, luminescence, uHTS (AID 1778) | Kappa-type opioid receptor (Homo sapiens) | KOR beta-arrestin recruitment, luminescence, antagonist mode; higher % means a stronger effect | one-dose inhibition, % at 10 µM; IC50 in µM for titrated hits | 0.091% of 290,000 active; also: strong numbers were not always called active
GPR55 beta-arrestin: GPR55 agonists via beta-arrestin recruitment, primary screen, imaging, U2OS cells, beta-arrestin-GFP redistribution (AID 1961) | G-protein coupled receptor 55 (Homo sapiens) | U2OS GPR55 beta-arrestin-GFP redistribution imaging; higher % means a stronger effect | one-dose activation, % at 10 µM; EC50 in µM for titrated hits | 0.048% of 290,000 active;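 active = activation above 40% with more than 50 cells counted in the well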;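 also: U2OS osteosarcoma cells stably expressing GPR55 and beta-arrestin-GFP; plate controls were DMSO negative control for no effect and LPI positive control for full effect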
KOR beta-arrestin-2: KOR agonists, beta-arrestin recruitment, primary screen, cell-based, luminescence, uHTS (AID 1777); Kappa-type opioid receptor (Homo sapiens); KOR beta-arrestin recruitment, luminescence; higher % means a stronger effect; one-dose activation, % at 10 µM; EC50 in µM for titrated hits; 0.02% of 280,000 active; in the data active = activation above about 50%, passing the limit was not always enough; also: a part of the inactive calls stands beside numbers as strong as those of hits
NOD2 inhibition: NOD2 signaling inhibitors, cell-based, luminescence, uHTS, HEK293 (AID 1566); HEK293 NOD2/NF-kB luciferase reporter, luminescence; higher % means a stronger effect; inhibition, % at 4 µM; hits with a dose series show EC50 in µM; 0.63% of 290,000 active; also: many of its hits are not listed in these tables
NOD1 NF-kB reporter: NOD1 signaling inhibitors, primary screen, cell-based, luminescence, uHTS (AID 1578); NOD1-driven NF-kB luciferase reporter cells, luminescence; higher % means a stronger effect; one-dose inhibition, % at 4 µM; EC50 in µM for titrated hits; 1% of 290,000 active; in the data active = inhibition mostly above about 36%, no sharp cut-off; inactive = mostly below about 34%;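 also: HEK-293T reporter cells stimulated with the NOD1 agonist gamma-tri-DAP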
GPR35 arrestin U2OS: GPR35 antagonists blocking zaprinast-driven arrestin recruitment, primary screen, imaging, U2OS, beta-arrestin-GFP, zaprinast agonist (AID 2058); G-protein coupled receptor 35 (Homo sapiens); one-dose inhibition, % at 10 µM; IC50 in µM for titrated hits; U2OS GPR35 beta-arrestin-GFP translocation imaging, zaprinast antagonism; higher % means a stronger effect; 0.052% of 290,000 active;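 active = inhibition of at least 50% with at least 30 cells and total cytoplasm GFP at most 10,000,000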
GPR55 LPI antagonism: GPR55 antagonists blocking LPI-driven arrestin recruitment, primary screen, imaging, U2OS, beta-arrestin-GFP, LPI agonist (AID 2013) | U2OS GPR55 beta-arrestin-GFP translocation imaging, LPI antagonism; higher % means a stronger effect | inhibition, % at 10 µM, or IC50 in µM where a hit was titrated | 0.13% of 290,000 active;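 active = spots per cell inhibited over 60%, with over 100 cells counted and total cytoplasm intensity under 500,000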;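 also: U2OS cells stably carrying GPR55 and arrestin-GFP stimulated by 5 µM LPI near EC80; imaged beta-arrestin-GFP aggregate spots per cell after agonist stimulation; plate controls were LPI-stimulated DMSO wells for no effect and DMSO wells without LPI for full effect; some results filed as inactive read as strong as hits; confirmed hits need IC50 under 10 µM and bright autofluorescent wells are also inconclusive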
HIV peptide binding: inhibitors of HIV fusion peptide binding, primary screen, biochemical, uHTS, fluorescence dequenching (AID 1986) | 0.3% of 290,000 active | inhibition, % at 20 µM, or IC50 in µM where a hit was titrated | cell-free peptide binding, fluorescence dequenching, 30 min; higher % means a stronger effect; in the data active = inhibition mostly above about 52%, no sharp cut-off; inactive = mostly below about 76%; also: some results filed as inactive read as strong as hits
Myeloid diff 2 GFP+ MAC1+ %: recorded beside Myeloid diff 2, whose call it bears; GFP+ MAC1+ double positive, %; measured here: differentiation confirmed by MAC1 staining
Active calls of the source: *; i = inactive; · = no result given; + = active, no number; [ ] = dose if it differs, or a comment. Rule as the data show it, unless noted: active = inhibition above about 50%; inactive = the rest.

SMILES	Myeloid diff 2	Myeloid diff 2 GFP+ MAC1+ %	KOR beta-arrestin-1	GPR55 beta-arrestin	KOR beta-arrestin-2	NOD2 inhibition	NOD1 NF-kB reporter	GPR35 arrestin U2OS	GPR55 LPI antagonism	HIV peptide binding
NS(=O)(=O)c1cccc(NC(=O)c2cccc(Oc3ccccc3)c2)c1	+	1.7*	-50%	-0.1%	5.1%	19%	-12%	-11%	-9%	1.1%
COC(CNC(=O)c1ccc2c3c(onc13)-c1ccccc1C2=O)OC	i	0.3	12%	0.3%	-3.1%	-76%	-3%	-8%	99%*	15%
O=C(NCc1ccccc1Cl)C1CCCO1 (centres undefined)	i	0.4	4%	-0.9%	-5.6%	4%	-23%	-1%	22%	-1.5%
Clc1cccc(CN2CCSCC2)c1Cl	i	0.6	-11%[20 µM]	-0.1%	20%	14%	11%	13%	6%	-0.3%
O=S(=O)(c1cccc(Cl)c1)N1CN(CC2CCCO2)c2nc3ccccc3nc21 (centres undefined)	+	11*	-32%	-0.1%	1.5%	10%	-6%	-4%	-8%	2.4%
COc1ccc(N(CC(=O)N2CCN(c3ccc(Cl)cc3)CC2)S(=O)(=O)c2c(C)n[nH]c2C)cc1	i	0.5	42%	0.0%	-3.7%	19%	-29%	-9%	4%	6.0%
O=C(CCNC(=O)C1CCN(S(=O)(=O)c2ccccc2)CC1)Nc1cccc(C(F)(F)F)c1	i	2.5	-35%	-0.1%	7.8%	10%	-22%	13%	0%	0.0%
CN(Cc1nc2ccccc2[nH]1)C(=O)C1CCC(=O)N(CCc2cccc(F)c2)C1 (centres undefined)	i	0.6	25%	0.6%	1.5%	0%	-2%	-18%	7%	1.2%
C#CCOCCOCCOCCNc1nc(N2CCN(C(=O)[C@H]([C@@H](C)CC)n3cc([C@@H](N)Cc4ccc(O)cc4)nn3)CC2)nc(N2CCN(C(=O)[C@H](CCCCN)n3cc([C@@H](N)C(C)CC)nn3)CC2)n1 (some centres undefined)	i	0.2	-4%	-0.2%	-1.9%	4%	-7%	-14%	6%	2.1%
COc1ccc(-n2nc3c(c2NC(=O)C(C)Oc2ccccc2)CS(=O)(=O)C3)cc1 (centres undefined)	i	0.7	-57%	0.1%	0.0%	-1%	-21%	-4%	-4%	2.0%
O=C(NCC1CCCO1)C(c1cccs1)N(Cc1cccs1)C(=O)c1ccc(-c2ccccc2)[nH]1 (centres undefined)	i	1.5	43%	-0.2%	3.5%	12%	-5%	-7%	13%	3.0%
COc1ccc2c(c1)[nH]c1c(=O)n(/N=C/c3ccc(OC)c(CN4CCCCC4)c3)cnc12	i	0.4	5%	-0.3%	2.6%	12%	-4%	-7%	0%	2.9%
Cc1ccc(N(CC(=O)NC2CCCCC2C)S(=O)(=O)c2c(C)nn(C)c2C)cc1 (centres undefined)	i	0.8	15%	-0.1%	4.8%	20%	-2%	0%	15%	1.3%
Cc1noc(C(=O)Nc2sc3c(c2C#N)CCC3)c1Cl	i	1.6	-22%	-0.1%	0.9%	4%	11%	-10%	8%	-3.0%
COCCCNC(=O)CN(c1cc(Cl)ccc1OC)S(=O)(=O)c1ccc(C)c([N+](=O)[O-])c1	i	0.0	-12%[20 µM]	-0.1%	·	7%	-13%	2%	0%	-1.3%
N#Cc1cccc(NC(=O)Cn2c3[n+](c4ccc(C(F)(F)F)cc42)CCCCC3)c1	i	0.5	·	0.0%	·	17%	-12%	10%	17%	-3.2%
Cc1csc(NC(=O)CSc2nnc(C)n2Cc2ccco2)n1	i	0.9	4%	-0.2%	1.9%	3%	-20%	-6%	17%	-1.7%
COCCNC(=O)CN1C(=O)COc2ccc(Cl)cc21	i	2.4	28%	-0.2%	-3.2%	10%	-24%	-12%	8%	0.7%
CC(=O)c1cccc(N(CC(=O)NC2CCCCC2)C(=O)c2csnn2)c1	i	0.2	-11%	0.8%	-2.7%	-2%	-30%	-3%	-12%	0.7%
Clc1ccc(CON/C=N/c2ncnc3sccc23)cc1	i	0.8	-42%	-0.1%	4.3%	18%	50%	6%	5%	-1.5%

Next section (5 carried over from the part before).
SMILES	Myeloid diff 2	Myeloid diff 2 GFP+ MAC1+ %	KOR beta-arrestin-1	GPR55 beta-arrestin	KOR beta-arrestin-2	NOD2 inhibition	NOD1 NF-kB reporter	GPR35 arrestin U2OS	GPR55 LPI antagonism	HIV peptide binding
N#Cc1cccc(NC(=O)Cn2c3[n+](c4ccc(C(F)(F)F)cc42)CCCCC3)c1	i	0.5	·	0.0%	·	17%	-12%	10%	17%	-3.2%
Cc1csc(NC(=O)CSc2nnc(C)n2Cc2ccco2)n1	i	0.9	4%	-0.2%	1.9%	3%	-20%	-6%	17%	-1.7%
COCCNC(=O)CN1C(=O)COc2ccc(Cl)cc21	i	2.4	28%	-0.2%	-3.2%	10%	-24%	-12%	8%	0.7%
CC(=O)c1cccc(N(CC(=O)NC2CCCCC2)C(=O)c2csnn2)c1	i	0.2	-11%	0.8%	-2.7%	-2%	-30%	-3%	-12%	0.7%
Clc1ccc(CON/C=N/c2ncnc3sccc23)cc1	i	0.8	-42%	-0.1%	4.3%	18%	50%	6%	5%	-1.5%
COC(=O)CNC(=O)CSc1nc(N)cc(=O)[nH]1	i	0.9	-11%	-0.1%	5.7%	-6%	-3%	-8%	-10%	2.1%
Cn1c(=O)c2cc(S(=O)(=O)NC(C(=O)Nc3cccc(F)c3)c3ccccc3)ccc2n(C)c1=O (centres undefined)	i	1.6	48%	-0.1%	-8.5%	-16%	-4%	5%	-4%	1.2%
CC1(C)Cc2ccccc2C(NNC(=O)c2ccccn2)=N1	i	1.5	-29%	-0.2%	-3.4%	-2%	23%	-17%	8%	-1.1%
O=C(Oc1ccc(/C=N/n2cnnc2)cc1)c1cccc([N+](=O)[O-])c1	i	0.1	14%	-0.1%	-3.4%	0%	4%	-17%	-1%	-3.7%
CCc1nc2ccccc2n1Cc1ccccc1OC	i	0.8	-35%	0.2%	-0.3%	-9%	9%	14%	-4%	1.3%
CCN(CC)S(=O)(=O)c1cc(C(=O)N=c2sccn2C)ccc1OC	i	5.5	29%	0.2%	-1.8%	19%	-2%	12%	-1%	0.4%
CCOC(=O)c1c(NC(=S)NC)sc2c1CCCC2	i	0.4	9%	-0.1%	5.4%	2%	-1%	6%	12%	0.2%
CC(=O)Nc1ccc(S(=O)(=O)N2CCCC(C(=O)N3CCN(c4ccccc4)CC3)C2)cc1 (centres undefined)	i	0.4	-12%	-0.2%	-0.9%	13%	-9%	-14%	2%	1.2%
COc1ccccc1N(Cc1cc(=O)[nH]c2ccccc12)C(=O)c1ccc([N+](=O)[O-])cc1	i	0.1	-4%	-0.2%	4.7%	6%	7%	-9%	-2%	-0.6%
Cc1nn(-c2ccccc2)c(N2CCCC2)c1/C=N/NC(=O)c1ccccc1O	i	0.5	-9%	-0.2%	4.7%	17%	-5%	-6%	5%	2.9%
O=C(/C=C1\SC(=O)N(CC(=O)Nc2ccc(Cl)cc2)C1=O)Nc1ccc(F)cc1	i	0.4	-55%	-0.2%	0.1%	10%	-6%	10%	-2%	0.8%
O=c1cc(CN2CCN(S(=O)(=O)c3ccccc3)CC2)nc2sccn12	i	0.4	-4%	0.1%	-1.7%	3%	-25%	-8%	-2%	3.7%
CCSc1nnc(NC(=O)CSc2nnc(-c3c[nH]c4ccccc34)n2CC)s1	i	1.1	-12%	0.3%	-1.8%	18%	16%	3%	-2%	-0.9%
COc1ccc(CC(=O)N2CCCC(CNC(=O)c3ccccc3Cl)C2)cc1 (centres undefined)	i	0.3	13%	0.3%	-0.7%	-9%	-29%	5%	8%	-0.4%
COc1ccc(-c2c(C#N)c(N)n(N)c(=O)c2C#N)cc1Cl	i	0.1	-8%	-0.5%	3.3%	1%	-22%	14%	-14%	0.9%
O=C1NC(=O)C2(CCCCCCCCCCC2)N1	i	2.7	4%	-0.2%	-2.2%	18%	-7%	3%	5%	-1.1%
CC(C)(C)NC(=O)C(c1ccc(F)cc1)N(Cc1ccco1)C(=O)CCC(=O)Nc1nccs1 (centres undefined)	i	2.8	-20%	-0.2%	-1.0%	16%	1%	2%	-3%	-0.7%
COc1ccc(CN(C)C(=O)CC(c2ccccc2)c2ccccc2)cc1	i	0.6	9%	-0.2%	-4.6%	18%	-6%	-23%	0%	1.3%
CSC(=Nc1ccccc1)C1=C(O)COC1=O	i	1.3	33%	0.3%	-1.3%	8%	-26%	2%	1%	-1.2%
O=CN1Cc2[nH]c3ccccc3c2N(c2ccc(Cl)cc2)C1=O	i	1.6	7%	-0.2%	-3.6%	3%	-17%	-8%	-16%	-1.0%

Records listed so far shown as hits in GPR55 LPI antagonism.
Molecule	Myeloid diff 2 GFP+ MAC1+ %	KOR beta-arrestin-1	GPR55 beta-arrestin	KOR beta-arrestin-2	NOD2 inhibition	NOD1 NF-kB reporter	GPR35 arrestin U2OS	GPR55 LPI antagonism	HIV peptide binding
COC(CNC(=O)c1ccc2c3c(onc13)-c1ccccc1C2=O)OC	0.3	12%	0.3%	-3.1%	-76%	-3%	-8%	99%*	15%

Later entries.
SMILES	Myeloid diff 2	Myeloid diff 2 GFP+ MAC1+ %	KOR beta-arrestin-1	GPR55 beta-arrestin	KOR beta-arrestin-2	NOD2 inhibition	NOD1 NF-kB reporter	GPR35 arrestin U2OS	GPR55 LPI antagonism	HIV peptide binding
CCn1c(SCC(=O)NNC(=O)c2ccc(OC)cc2)nnc1C1CC1	i	0.5	-44%	-0.2%	-0.6%	-11%	11%	1%	-11%	0.6%
Cn1ncc(Cl)c1C(=O)N1CCN(c2ccc(F)cc2)CC1	i	0.3	-41%	-0.2%	5.2%	4%	1%	2%	-4%	1.2%
Nc1nnc(-c2ccccc2[N+](=O)[O-])o1	i	0.4	-21%	-0.5%	5.5%	6%	-46%	-2%	8%	-1.9%
Clc1ccc(N2CCN(Cc3ccco3)CC2)cc1	i	0.8	-17%[20 µM]	0.0%	-1.9%	-3%	-27%	-11%	-2%	0.1%
CN1CCN(C(=S)NC(=O)c2cccc([N+](=O)[O-])c2)CC1	i	0.6	14%	-0.1%	-1.9%	9%	-5%	-8%	8%	3.1%
Cc1cc(NC(=O)c2ccc(Br)cc2)nc(C)n1	i	0.1	14%[20 µM]	0.1%	-1.5%	-3%	-26%	5%	2%	-0.6%
C=CCn1cc(C(=O)NCc2ccco2)c(=O)c2cc(S(=O)(=O)N3CCCCCC3)ccc21	i	0.2	1%	0.0%	4.7%	13%	5%	-4%	7%	-3.3%
COc1cccc(Cn2cccc(NC(=O)Nc3ccccc3C)c2=O)c1	i	0.6	-18%[20 µM]	-0.1%	·	18%	22%	17%	9%	1.8%
COc1ccc(N(CC(=O)NCc2ccco2)S(=O)(=O)c2ccc(OC)c(OC)c2)cc1	i	4.6	8%	-0.2%	-0.9%	8%	-13%	12%	1%	1.0%

Screening results deposited in PubChem by several laboratories.

A portion of the library. The share of hits here may be higher or lower than overall.
